From PubChem BioAssay
All columns: NCI-60 one-dose screen, growth in % after 48 h at 10 µM unless noted; 100 = growth as untreated, 0 = no growth, -100 = all killed.
HT29: HT29 colon cancer; 81,000 compounds, 7.4% hits
KM12: KM12 colon cancer cells; AID 1794800; 82,000 compounds, 5% hits
SK-OV-3: SK-OV-3 ovarian cancer cells. 80,000 compounds, 3.2% hits
COLO 205: COLO 205 colon cancer; AID 1794742; 79,000 compounds, 7.3% hits
IGROV1: IGROV1 ovarian cancer; 79,000 compounds, 4.7% hits
SW-620: SW-620 colon cancer. 82,000 compounds, 5.2% hits. AID 1794795
OVCAR-4: OVCAR-4 ovarian cancer cells; 80,000 compounds, 3.7% hits; AID 1794784
HCT-15: HCT-15 colon cancer; 82,000 compounds, 5.2% hits
HCT-116: HCT-116 colon cancer; 82,000 compounds, 7.3% hits
Numbers without * were called inactive; x = no result given; & = joins results of further samples. The calls were made as follows: active = growth percent below 10; inactive = the rest. Compounds were not picked by outcome; about 12% have a hit in one of these screens.

Start of the listing, in advance:
SMILES	HT29	KM12	SK-OV-3	COLO 205	IGROV1	SW-620	OVCAR-4	HCT-15	HCT-116
COc1ccc(CCNc2nc(SC)nc(-c3cccc(N)c3)c2C#N)cc1OC	105	87	99	110	82	102	56	90	87
CCCO/N=C/c1ccccn1	93&97	103&101	90&101	108&112	101&107	110&102	97	103&106	102&102
NNC(=O)c1nc(N)n(-c2ccc(S(N)(=O)=O)cc2)n1	100	96	95	103	103	96	100	107	95
COc1ccc(/C=C/C(=O)c2c(O)cc(OC)cc2OC)cc1	102	80	99	98	91	100	82	79	82
CS(=O)(=O)c1ccc(-c2nc3ccccn3c2C=Nc2ccc(F)cc2)cc1	102	x	103	109	94	99	106	54	88
O=C1c2ccccc2C(=O)N1Cc1ccc([N+](=O)[O-])cc1Cl	93	111	101	107	105	110	111	97	97
COc1cc(OC)c(/C=C2\N=C(c3ccccc3)OC2=O)c(OC)c1	111	110	93	105	95	107	99	97	99
C[C@]12c3c4cc5c(c3-c3ccccc3[C@@H]1OC(=O)N2CC4)OCO5	88	93	89	102	102	104	97	100	86
Cn1cc(C2=C(c3cccc4ccccc34)C(=O)NC2=O)c2cc(Br)ccc21	90	90	90	92	95	96	124	91	71
O=C(CSc1nc2ccccc2c(=O)[nH]1)NCCN1CCCCC1	108	98	107	99	104	97	99	97	104
CN(C)c1ccc(/C=C/C(=O)c2cccc(OCC(=O)O)c2)cc1	117	107	117	112	106	107	117	112	109
O=C(N1c2ccccc2Sc2ccccc21)n1cnc2ccccc21	100	91	107	105	96	101	95	84	93
Cc1ccc(S(=O)(=O)n2ccc3c2CC[C@H]2C(=O)N(N(C)C)C(=O)[C@@H]32)cc1	69	96	72	85	104	98	94	103	97

All compounds of this part, repeating the preview:
SMILES	HT29	KM12	SK-OV-3	COLO 205	IGROV1	SW-620	OVCAR-4	HCT-15	HCT-116
COc1ccc(CCNc2nc(SC)nc(-c3cccc(N)c3)c2C#N)cc1OC	105	87	99	110	82	102	56	90	87
CCCO/N=C/c1ccccn1	93&97	103&101	90&101	108&112	101&107	110&102	97	103&106	102&102
NNC(=O)c1nc(N)n(-c2ccc(S(N)(=O)=O)cc2)n1	100	96	95	103	103	96	100	107	95
COc1ccc(/C=C/C(=O)c2c(O)cc(OC)cc2OC)cc1	102	80	99	98	91	100	82	79	82
CS(=O)(=O)c1ccc(-c2nc3ccccn3c2C=Nc2ccc(F)cc2)cc1	102	x	103	109	94	99	106	54	88
O=C1c2ccccc2C(=O)N1Cc1ccc([N+](=O)[O-])cc1Cl	93	111	101	107	105	110	111	97	97
COc1cc(OC)c(/C=C2\N=C(c3ccccc3)OC2=O)c(OC)c1	111	110	93	105	95	107	99	97	99
C[C@]12c3c4cc5c(c3-c3ccccc3[C@@H]1OC(=O)N2CC4)OCO5	88	93	89	102	102	104	97	100	86
Cn1cc(C2=C(c3cccc4ccccc34)C(=O)NC2=O)c2cc(Br)ccc21	90	90	90	92	95	96	124	91	71
O=C(CSc1nc2ccccc2c(=O)[nH]1)NCCN1CCCCC1	108	98	107	99	104	97	99	97	104
CN(C)c1ccc(/C=C/C(=O)c2cccc(OCC(=O)O)c2)cc1	117	107	117	112	106	107	117	112	109
O=C(N1c2ccccc2Sc2ccccc21)n1cnc2ccccc21	100	91	107	105	96	101	95	84	93
Cc1ccc(S(=O)(=O)n2ccc3c2CC[C@H]2C(=O)N(N(C)C)C(=O)[C@@H]32)cc1	69	96	72	85	104	98	94	103	97
S=c1[nH]sc(=S)[nH]1	108	96	113	103	115	101	118	99	108
O=S(=O)(NC(=S)Nc1ccccc1)c1ccc(NNc2c3ccccc3nc3ccccc23)cc1	99	87	96	92	98	87	78	85	80
CC(=O)c1ccc(Sc2ccccc2)cc1	94	98	98	103	88	109	99	108	93
CCN1CCN(Cc2cn(-c3ccc(S(N)(=O)=O)cc3)nn2)CC1	102	104	105	109	107	106	108	104	103
O=c1ccccc(-c2ccc(Br)cc2)c1O	22	25	20	23	12	27	30	26	19
CCOc1ccc(Br)cc1/C=C1\SC(=S)N(NC(=O)Cc2ccccc2Nc2c(Cl)cccc2Cl)C1=O	111	101	109	119	102	104	95	98	70
CC(C)NC(=O)OC(C)C	107	111	120	123	105	106	110	106	114
Cc1ccc(NS(=O)(=O)c2ccc3c(c2)C(=O)CC(c2ccc(C(=O)C(C)C)cc2)N3)cc1C (stereo not given)	91	72	74	59	67	71	63	57	54
O=C(CC(c1ccccc1)c1cccc2ccccc12)c1ccccc1 (stereo not given)	73	96	95	109	89	89	99	83	79
O=c1oc2ccc(F)cc2c(=O)n1-c1ccc(Cl)cc1F	27	2.1*	-12*	12	19	11	13	7.5*	4.0*
CCOC(=O)/C(=C/CC/C(C)=C/CC/C(C)=C/CCc1ccoc1)CC(=O)N1CCOCC1	102	96	97	89	100	100	78	96	98
N#CC(C#N)=c1[nH]c(=O)/c(=C/c2ccc(Cl)cc2)s1	102	111	112	x	98	112	110	100	103
Further entries
SMILES	HT29	KM12	SK-OV-3	COLO 205	IGROV1	SW-620	OVCAR-4	HCT-15	HCT-116
c1ccc(C2=NN=C(N3N=C(c4cc5ccccc5o4)CC3c3c[nH]c4ccccc34)SC2)cc1 (stereo not given)	102	92	92	113	83	98	91	99	74
N#Cc1cn(Cc2ccc(Cl)cc2Cl)c(C(=O)c2ccccc2)c1N	105	96	102	111	80	99	81	91	89
COc1cccc(NC(=O)c2sc3nc4c(cc3c2N)CCCC4)c1C	93	84	101	110	98	89	99	53	79
O=C1NC(=S)S/C1=C\c1ccc(Cl)cc1Cl	72	79	96	120	96	92	97	92	91
CCCCCCCCCCCCCCCCCCOc1ccccc1CC(=O)OCCC[N+](C)(C)C	40	76	94	17	-15*	40	35	79	64
Cc1cc(C)c2c(c1)N1OC(C2)C[C@H]1c1cccc2ccccc12 (stereo not given in full)	x	98	82	96	52	87	67	89	52
NC1=NC(c2c(O)cccc2Br)n2c(nc3ccccc32)N1 (stereo not given)	100	104	131	102	106	100	108	110	92
CC[C@@]1(O)C(=O)OCc2c1cc1n(c2=O)Cc2c-1nc1ccccc1c2/C=N/OC(C)(C)C	-14*	2.0*	-16*	-27*	8.3*	12	30	11	3.2*
Oc1c(C2=NCCc3sccc32)nc2n1CCc1sccc1-2	93	96	100	105	98	98	117	104	96
Cc1ccc(Nc2cc(=S)nc(N)[nH]2)cc1	103	101	98	98	90	99	98	120	92
COc1ccc([C@H]2[C@H](C(=O)Nc3cc(Br)ccn3)c3ccccc3C(=O)N2c2ccccc2)cc1	75	68	82	58	83	87	91	85	43
CN(C)c1nc(-c2ccccc2)cc(-c2ccc(O)cc2)n1	98	94	107	102	89	106	97	86	101
COc1cc(C2NC(c3ccc(Cl)cc3)C(C)C(=NC(=O)c3cnccn3)C2C)cc(OC)c1OC (stereo not given)	68	91	108	x	92	114	93	81	79
Cc1c2ncccc2nc2[nH]c3ccc(OCCN(C)C)cc3c12	5.4*	21	38	19	9.3*	17	28	16	13
Oc1c(Cl)c(Cl)c(Cl)c2ccccc12	104	112	101	108	107	107	103	94	99
COc1cc(C)c(Br)cc1Br	114	106	108	105	124	110	120	96	108
O=C1c2cccc(S(=O)(=O)O)c2C(=O)c2c1cccc2S(=O)(=O)O	108	112	107	104	111	103	108	102	108
O=C1C(O)CCN1Cc1ccccc1 (stereo not given)	99	107	105	105	116	107	109	102	108
CSc1nnc(-c2cc3c([nH]c4ccccc43)c(-c3cccc(O)c3)n2)n1-c1ccc(C)cc1	8.9*	26	42	76	51	30	54	23	24
COc1cc(/C=C2\CN(C)C(=O)C2=O)ccc1O	x	109	103	114	111	104	106	104	104
CN(C)c1oc(/C=C/c2c[nH]c(=O)[nH]c2=O)nc1C#N	104	111	103	111	103	102	113	106	112
COC(=O)/C=C/c1c(C2(C)NC(=O)c3ccccc3N2)c(=O)oc2ccc(Cl)cc12 (stereo not given)	96	93	106	117	68	96	99	91	89
Cc1cc(C)c(N(C)N=O)c(C)c1N(C)N=O	103	102	102	105	107	95	103	97	95
OC1(c2ccccc2)CCCC1	105	106	97	109	115	104	114	113	109
CN1CCN(Cc2ccc(NC(=O)c3cncc(C#Cc4cnccc4C#N)c3)cc2C(F)(F)F)CC1	28	22	101	25	67	51	36	55	24
(list continues)
SMILES	HT29	KM12	SK-OV-3	COLO 205	IGROV1	SW-620	OVCAR-4	HCT-15	HCT-116
C=CCn1c(=N)c(S(=O)(=O)c2ccccc2)cc2c(=O)n3ccccc3nc21	106	108	120	126	99	99	96	108	103
Cc1ccc2nc(-c3ccc(N4C(=O)/C(=C/c5ccc(N(C)C)cc5)N=C4c4ccccc4)cc3)sc2c1	94	68	83	96	64	97	66	84	89
COc1ccc(NC(=O)CSc2ccc(-c3ccccc3)nn2)cc1	115	96	92	118	88	105	104	97	102
C[n+]1ccc(/C=C/c2ccccc2)cc1	98	104	104	107	106	101	155	107	76
CC(C)=CCc1c(O)c(C(=O)CC(C)COC(=O)/C=C/c2ccccc2)c(O)c2c(-c3ccccc3)cc(=O)oc12 (stereo not given)	98	87	95	98	93	85	78	84	72
Cc1ccc(N2CC(c3nc4ccccc4s3)CC2=O)cc1 (stereo not given)	101	103	96	102	103	99	99	106	103
O=S(=O)(Nc1ncccn1)c1ccc(NC2Nc3nc4ccccc4nc3S2)cc1 (stereo not given)	106	106	x	x	96	99	102	97	101
C#CCN=C(N/N=C/c1ccc(Cl)cc1)NS(=O)(=O)c1c[nH]ccc1=S	107	113	108	106	34	98	110	103	92
CCSCC1CC(O)(c2ccccc2)CC(c2ccc(Cl)cc2)O1 (stereo not given)	77	102	91	79	87	107	73	92	67
CC(=O)C1=CC[C@H]2[C@@H]3CCC4=CC(=O)C[C@]4(C)[C@H]3CC[C@]12C	105	113	x	126	122	111	108	106	107
O=C1C(Cl)=C(Nc2cccc(C(F)(F)F)c2)C(=O)N1c1ccc(Cl)cc1	96	91	87	84	85	88	87	97	96
COc1cc(-c2nc3sccn3c2-c2ccnc(S(C)=O)n2)ccc1F (stereo not given)	95	92	102	107	99	97	97	73	89
CCOC(=O)c1sc2nc(-c3cc(OC)c(OC)c(OC)c3)nc(N3CCOCC3)c2c1C	41	31	56	26	51	36	20	29	26
Cn1cc(-c2csc(-c3cn(CCCN4CCCCC4)c4ccc(Br)cc34)n2)c2cccnc21	-73*	9.2*	75	-79*	-20*	-74*	32	-78*	-89*
N#Cc1ccccc1-c1ccc(Cn2c(-c3cscn3)nc3cc(Cl)ccc32)cc1	75	80	92	115	99	97	80	84	62
C=CC[C@@H](C[C@@H](C)CC[C@H]1O[C@]1(C)C(O)CC(=C)C(C)C)OC(C)=O (stereo not given in full)	97	93	92	80	86	89	103	93	80
C/C(=N\O)c1ccc(NC(=O)CSc2nnc(-c3ccc(Cl)cc3)o2)cc1	94	98	93	104	97	97	106	102	91
NC(N)=NCCC[C@@H](NC(=O)[C@@H](Cc1ccccc1)NC(=O)Cc1ccc(Cl)cc1)C(=O)NCC(=O)NCc1cn(CCNC(=O)CCC(F)(F)C(F)(F)C(F)(F)C(F)(F)C(F)(F)C(F)(F)C(F)(F)C(F)(F)F)nn1	98	97	102	100	85	100	110	104	88
Cc1ccc(S(=O)(=O)NCCCNc2nccc(-n3ccc4cccnc43)n2)cc1	103	112	111	110	104	107	92	94	104
O=C(NC(=S)Nc1ccc(-c2nc3ccccc3o2)cc1)c1ccc2ccccc2c1	100	101	x	x	96	99	35	100	83
Cc1c2ccccc2[n+](C)c2ccccc12	63	82	84	70	84	67	76	86	55
CN1CCN(c2ccc(/C=N/NC(=O)CSc3nc4ccccc4c(=O)n3-c3ccc(Cl)cc3)cc2)CC1	101	101	109	105	104	106	96	95	100
CC(C)[C@@H]1CC[C@]2(C(=O)NCCCCN=C(N)N)CC[C@]3(C)[C@H](CC[C@@H]4[C@@]5(C)CCC(=O)C(C)(C)[C@@H]5CC[C@]43C)[C@@H]12	40	41	92	2.4*	26	71	84	96	73
CCOC(=O)c1cnn2c(-c3ccc(Cl)cc3)nc(N3CCCC3)nc12	64	94	88	x	78	93	95	89	83
CCN(CC)CCCCCCCNc1c2ccc(Cl)cc2nc2ccc(OC)cc12	x	-37*	-31*	-92*	-64*	-53*	-43*	-5.6*	-50*
Next section:
SMILES	HT29	KM12	SK-OV-3	COLO 205	IGROV1	SW-620	OVCAR-4	HCT-15	HCT-116
c1ccc(C2CCOCO2)cc1 (stereo not given)	94&103	102&117	113&100	116&108	104&107	99&99	102&97	98&93	97&101
O=C(O)CCCCCCSc1nc(-c2ccc(Cl)cc2)cc(-c2ccc(Cl)cc2)n1	114	103	97	111	99	102	110	108	104
N#C/C(=C\c1ccc(N2CCCCC2)cc1)C(=O)Nc1sc2c(c1C#N)CCC2	99	96	97	118	102	100	85	95	90
N#CC1=C(N)Oc2c(c(=O)[nH]c3ccccc23)C12c1cc(Br)ccc1-c1ccc(Br)cc12	95	81	117	101	85	84	89	83	92
CCOc1c(Br)cc(C2C(C(=O)OC)=CN(C)C=C2C(=O)OC)cc1OC	6.5*	62	88	-88*	68	58	73	41	59
C#Cc1cccc(Nc2ncnc3cc4c(cc23)OCCOCCOCCO4)c1	57	53	-17*	87	15	85	63	69	65
C[C@@H]1CCC[C@H]1CC(N)C(=O)O (stereo not given in full)	116	106	113	116	114	102	105	91	96
COc1cc(-c2nnc(SCC(=O)Nc3ccc(C(=O)/C=C/c4ccc(Cl)cc4)cc3)o2)cc(OC)c1OC	98	97	106	110	79	99	97	85	95
Cc1cnc(Nc2ccc(OCCN3CCCC3)cn2)nc1NCc1ccco1	67	100	104	x	96	90	97	99	72
COc1cc(NS(=O)(=O)c2ccccc2)ccc1C	102	102	97	126	106	102	107	107	95
O=CNc1cc([N+](=O)[O-])ccc1O	102	108	110	117	115	109	102	108	119
COc1ccc(C(=O)N/N=C/c2cc(C(F)(F)F)ccc2Cl)cc1	100	101	100	104	106	99	92	73	93
